Pol eta inh: qHTS for Inhibitors of Polymerase Eta; DNA polymerase eta (Homo sapiens), Q9Y253; recombinant Pol eta, fluorescent DNA replication assay; Potency, µM (doses to about 114 µM), inactives show at the highest dose activity change, negative = inhibition, usual class: inhibitors; 390,000 tested, 1.2% active; AID 588591, 2011; note: potency is the fitted concentration of half-maximal effect; % is set by controls: 0 for no effect and ±100 for the full control effect
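Pol eta (10 nM) was preincubated with compounds for 15 min at room temperature, after which fluorescent replication substrate (50 nM final) was added to start the reaction. Fluorescence was read kinetically at 0 and 10 min.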
APE1 inh: qHTS Assay for Inhibitors of the Human Apurinic/apyrimidinic Endonuclease 1 (APE1); DNA repair nuclease/redox regulator APEX1 (Homo sapiens), P27695; recombinant APE1, TAMRA/BHQ-2 abasic DNA cleavage fluorescence; Potency, µM (highest dose often 65.8 µM), for inactives: at the highest dose activity change, negative = inhibition, most hits filed as inhibitors; 350,000 tested, 0.35% active;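 note: potency is the fitted concentration of half-maximal effect; plate controls were vehicle for no effect and reference inhibitor for full effect; nearly all actives have a fitted effect of over 55% in size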
Target sequence (P27695 whole entry, looked up): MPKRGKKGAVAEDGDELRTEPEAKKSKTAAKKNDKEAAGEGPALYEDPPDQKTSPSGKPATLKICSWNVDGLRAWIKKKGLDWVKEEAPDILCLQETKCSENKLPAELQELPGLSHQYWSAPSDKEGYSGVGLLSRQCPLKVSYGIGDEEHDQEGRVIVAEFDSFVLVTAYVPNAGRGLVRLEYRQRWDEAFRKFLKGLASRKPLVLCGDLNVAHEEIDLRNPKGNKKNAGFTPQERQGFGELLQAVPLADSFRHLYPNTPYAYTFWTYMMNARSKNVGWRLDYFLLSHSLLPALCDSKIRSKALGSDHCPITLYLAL
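Step 1: APE1 (0.75 nM) with compound, 15 min RT. Step 2: add 50 nM fluorophore/quencher THF duplex. Step 3: three fluorescence reads 60 s apart (525/598 nm); read 3 minus read 1 = reaction progress.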
LDHA block: qHTS assay for inhibitors of human lactate dehydrogenase | L-lactate dehydrogenase A chain (Homo sapiens), P00338 | purified LDHA, NADH/diaphorase-resazurin fluorescence; stronger effect = lower value | activity change, % (values are at about 110 or 230 µM) | 480,000 tested, 0.15% active | AID 1347041, 2019; in the data active = activity change below about -30%; inconclusive = mostly about -25% to -30%;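 note: plate controls were DMSO wells for no effect and wells without enzyme for full effect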
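Resorufin fluorescence (ex540/em590), read at 0 and 20 min after diaphorase/resazurin addition, reports the NADH left after a 5 min room-temperature reaction of 2 nM human LDH5 with 0.06 mM NADH and 0.2 mM pyruvate.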
ERG Ets-DNA blk: qHTS for Small Molecule Inhibitors of the ERG Ets/DNA interaction; Potency, µM (top dose mostly 76.9 µM), for the others: at the top dose FP activity, negative = inhibition, actives largely listed as inhibitors; fluorescence polarization, His-ERG Ets domain / labelled DNA; AID 624246, 2012; 370,000 tested, 0.028% active; active = well fitted inhibition curve with a large enough effect in the polarisation, with a control signal flat; inconclusive = small, poorly fitted or top-dose-only effect, or effect the other way, or a change in a side signal; inactive = no such curve, though single readings can be large or run the other way; the % refers to the polarisation;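 note: polarization taken with two DNA probes labelled with fluorescein and Texas red; potency is the fitted concentration of half-maximal effect; % of control where 0% means no effect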
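His-tagged ERG Ets domain (1 uM in the protein solution; 300mM KCl, 50mM Tris-HCl, 1mM EDTA, 1mM DTT, pH 7.5) received compound, then a probe mix of 5 nM fluorescein-DNA and 100nM Texas-615-DNA. Fluorescence polarization was read for both dyes.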
POLB inh: qHTS Assay for Inhibitors of DNA Polymerase Beta; Pol beta primer extension/strand displacement, fluorescence kinetic; Potency, µM (doses to about 114 µM), inactives show top-dose activity change, negative = inhibition, most hits filed as inhibitors; 340,000 tested, 1.3% active; note: potency is the fitted concentration of half-maximal effect; % is set by controls: 0 for no effect and ±100 for the full control effect
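Kinetic readout of DNA synthesis with strand displacement by Pol beta. Compound and 10 nM enzyme sit 15 min at room temperature; 50 nM substrate starts the reaction, read immediately and at 10 min.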
POLK inh: qHTS for Inhibitors of Polymerase Kappa; DNA polymerase kappa (Homo sapiens), Q9UBT6; Potency, µM (highest dose often 107 µM), without a hit: at the top dose activity, negative = inhibition, most hits filed as inhibitors; AID 588579, 2011; 400,000 tested, 0.53% active; purified Pol kappa, fluorescent DNA synthesis assay, 10 min; note: potency is the fitted concentration of half-maximal effect; % is set by controls: 0 for no effect and ±100 for the full control effect
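First, compounds were pin-transferred onto 10 nM Pol kappa. After 15 min at room temperature, substrate was added to 50 nM final. Fluorescence was then measured kinetically at 0 and 10 min.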
Anesthetic bind: qHTS Assay for Identification of Novel General Anesthetics; Ferritin light chain (Equus caballus), P02791; apoferritin/1-aminoanthracene competitive binding, fluorescence; Potency, µM (series often up to 77.5 µM), without a hit: at the highest dose activity change, negative = displacement, hits mostly inhibitors; 350,000 tested, 0.074% active; AID 485281, 2010; note: potency is the fitted concentration of half-maximal effect; % is set by controls: 0 for no effect and ±100 for the full control effect; nearly all actives have a fitted effect of over 20% in size
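Read-out: endpoint 1-AMA fluorescence, excitation 380 nm and emission 535 nm, after compounds sit 10 min at room temperature with 10 uM horse-spleen apoferritin in 50% saturated 1-AMA/PBS. Values come from four-parameter Hill fits.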
RGS4 inhibitor: Inhibitors of Regulator of G Protein Signaling (RGS) 4: qHTS; Potency, µM (titrated, usually from 114 µM), without a hit: top-dose activity change, negative = inhibition, usual class: inhibitors; Transcreener GDP fluorescence polarization, RGS4-accelerated GTP hydrolysis; AID 504845, 2011; 390,000 tested, 0.039% active; Regulator of G-protein signaling 4 (Homo sapiens), P49798; note: potency is the fitted concentration of half-maximal effect; % is set by controls: 0 for no effect and ±100 for the full control effect; nearly all actives have a fitted effect of over 75% in size; some results filed as inactive show a strong effect at the top dose
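MLSMR compounds (23 nl, pin-transferred) preincubated 10 min at room temperature with a 500nM (2x) first reagent, then RGS4 at 900nM (2x) plus Transcreener GDP mix added; fluorescence polarization (620/688 nm) read before and after 90 min at 30 °C.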
ALOX12 inh: Primary qHTS assay for inhibitors of human arachidonate 12S-lipoxygenase (ALOX12): Round 2. Polyunsaturated fatty acid lipoxygenase ALOX12 (Homo sapiens), P18054. purified 12hLO, xylenol orange hydroperoxide absorbance. Potency, µM (titrated, usually from 108 µM), without a hit: top-dose activity change, negative = inhibition, most hits filed as inhibitors. 580,000 tested, 1.1% active; note: potency is the fitted concentration of half-maximal effect; % is set by controls: 0 for no effect and ±100 for the full control effect
Target sequence (P18054 whole entry, looked up): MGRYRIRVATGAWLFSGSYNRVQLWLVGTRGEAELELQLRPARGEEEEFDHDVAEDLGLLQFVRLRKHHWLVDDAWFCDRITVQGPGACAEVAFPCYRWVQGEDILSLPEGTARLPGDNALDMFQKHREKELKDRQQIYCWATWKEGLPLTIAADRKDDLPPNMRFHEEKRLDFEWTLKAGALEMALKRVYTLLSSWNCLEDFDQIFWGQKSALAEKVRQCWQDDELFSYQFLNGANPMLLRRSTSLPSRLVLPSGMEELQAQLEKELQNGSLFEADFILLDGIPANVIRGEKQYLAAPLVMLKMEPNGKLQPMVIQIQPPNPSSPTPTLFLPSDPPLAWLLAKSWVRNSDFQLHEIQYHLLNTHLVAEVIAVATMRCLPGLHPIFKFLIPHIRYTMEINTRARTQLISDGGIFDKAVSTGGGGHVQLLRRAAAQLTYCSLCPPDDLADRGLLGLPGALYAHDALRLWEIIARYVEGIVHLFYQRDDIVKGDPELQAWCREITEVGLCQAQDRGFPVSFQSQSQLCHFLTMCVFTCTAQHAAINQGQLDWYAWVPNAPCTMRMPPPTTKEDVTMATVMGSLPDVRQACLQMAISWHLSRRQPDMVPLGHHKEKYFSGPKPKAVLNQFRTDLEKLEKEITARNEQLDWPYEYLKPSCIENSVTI
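Purified human 12hLO (150 nM final) in 25 mM Hepes, 0.01% Triton X-100, pH 7.0 was preincubated 15 min at room temperature with compound. Then 40 uM arachidonic acid was added, 30 min. Hydroperoxide was read by Fe-XO absorbance ratio 573/405 nm.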
Active calls of the source: *; ? = inconclusive; / = no result given; & = joins results of further samples; [ ] = remark or other dose. Unless noted, calls come from the whole dose curve; as a rule, active = well fitted curve in the direction sought with a large enough effect; inconclusive = small, poorly fitted or top-dose-only effect, or another doubt; inactive = no such curve, though single readings can be large; an effect the other way counts as inactive or inconclusive. Only part of the results is shown; rates above refer to the full screens.

SMILES | Pol eta inh | APE1 inh | LDHA block | ERG Ets-DNA blk | POLB inh | POLK inh | Anesthetic bind | RGS4 inhibitor | ALOX12 inh
Cc1ccc(CNC(=O)C2CC(c3cccc(F)c3)=NO2)cc1 (centres undefined) | -18.7% | ? | 0.0 | -2.6% | -1.1% | -4.9% | -1.7% | 8.5% | ?
Cc1nn(-c2ccc(Br)cc2)c(=O)c2ccccc12 | -11.1% | 70.9%[activator] | -2.3 | 3.2% | 6.3% | -1.1% | ? | -5.9% | 65.5%[activator]
O=c1c2cnn(-c3ccccc3)c2nnn1/N=C/c1cccnc1 | -15.1% | -9.4% | -7.2 | -8.5% | 0.6% | -0.6% | -5.2% | 1.5% | 11.0%
CC(=O)NCCn1c(C)cc2ccccc21 | -14.4% | -6.9% | 6.1 | -28.8% | -2.9% | -4.5% | 5.5% | -16.8% | -7.9%
CCOc1ccc(OCC)c(NC(=O)C2CCN(c3ncccn3)CC2)c1 | -14.1% | -0.6% | 0.1 | 3.5% | 3.7% | 9.6% | -7.3% | -17.6% | -21.5%
Cc1cc(C)n(CCC(=O)N2c3ccccc3CC2C)n1 (centres undefined) | -10.5% | 60.4% | -2.1 | 0.5% | 4.8% | -18.4% | -6.5% | 16.7% | -14.2%
NNC(=O)CN1CCCc2ccccc21 | -4.9% | ? | -10.3 | -5.4% | 92.6% | -10.5% | -16.1% | ? | 10.5%
O=C(CN1C(=O)c2cccc3cccc1c23)Nc1ccc2c(c1)OCO2 | -3.3% | -2.6% | -0.4 | / | 2.3% | -14.0% | -5.7% | -3.7% | -28.6%
COCCCn1c(=N)c(C(=O)NC2CCCC2)cc2c(=O)n3ccccc3nc21 | -11.9% | / | 1.0 | -2.6% | ? | 14.4% | 855.6%[activator] | -6.6% | ?
CN(C)c1nc(Nc2ccc(Cl)c(Cl)c2)nc(N(C)C)n1 | -5.9% | 0.0% | 2.9 | -1.4% | 26.3% | 2.8% | -15.9% | -75.7%[56.9 µM] | ?
CCN(Cc1ccccc1)C(=O)C1CCN(Cc2ccc(OC)c(OC)c2OC)CC1 | -16.9% | 8.1% | -19.3 | -8.6% | 0.0% | -9.1% | -13.2% | 8.7% | ?
C=COCCNC(=O)C(=O)NCC(C)C | 10.2% | / | -15.2 | 6.4% | / | 1.7% | / | 7.5% | 0.0%
O=C(O)c1ccc(Nc2nc3ccccc3c3nncn23)cc1 | -24.8% | / | -9.0 | 1.1% | -8.6% | -15.1% | 0.3% | 1.4% | 0.4%
Brc1ccccc1C1=Nn2c(nnc2-c2ccccc2)SC1 | -13.4% | -0.6% | -4.0 | -11.1% | -19.1% | -9.6% | ? | -35.7% | -12.7%
OC(COc1ccc(Cl)cc1Cl)CN1CCc2ccccc2C1 (centres undefined) | -12.0% | -25.6% | -0.2 | 4.0% | 2.4% | -6.6% | -10.8% | 6.4% | ?
Clc1ccc(OCc2nnnn2-c2ccccc2)cc1 | -8.6% | 30.9%[activator] | -7.6 | 7.0% | -3.5% | -5.1% | -7.6% | 6.8% | -13.9%
COc1ccc(Nc2nnc(-c3ccc(C)c(S(=O)(=O)N4CCOCC4)c3)c3ccccc23)cc1 | -14.8% | / | 0.3 | -3.6% | -16.0% | -0.2% | 117.6%[activator] | -18.7% | -4.0%
CC(=O)c1ccc(NC(=O)c2cn(-c3ccccc3)nc2-c2ccc(Br)cc2)cc1 | -11.9% | / | 2.0 | 10.1% | -2.7% | 3.1% | -4.0% | 4.1% | 0.0%
CCCCn1c(SCc2nc3ccccc3s2)nc2cc(S(N)(=O)=O)ccc21 | -25.1% | -3.6% | 5.1 | -2.9% | -1.8% | -16.0% | -23.4% | -12.3% | -12.0%
O=C1CSC(c2cccnc2)N1CCc1ccccn1 (centres undefined) | -4.4% | 6.8% | -3.2 | 5.2% | -5.9% | -16.3% | -7.0% | 14.4% | 0.0%
CCCC(=O)N(c1ccc(OCC)cc1)S(=O)(=O)c1ccc2c3c(cccc13)C(=O)N2C | -6.5% | -14.3% | -2.2 | -6.5% | 8.8% | -28.4% | -5.8% | 5.4% | 3.9%
Cc1ccc(Cl)cc1NC(=O)C1CC(=O)N(C(C)C)C1 (centres undefined) | 0.1% | 12.4% | -6.2 | 10.1% | 9.6% | 4.0% | -9.9% | -38.4% | ?
O=C(N/N=C/c1cccs1)c1cc(-c2ccc(Cl)s2)[nH]n1 | ? | 13.7% | -5.9 | -1.3% | 44.7µM* | -25.6% | ? | -4.9% | 5.2%
O=C(CSc1nnc(Nc2ccccc2F)s1)NC(=O)CN1CCCC1=O | 22.4µM* | 10.6µM* | -14.2 | 4.0% | / | ? | / | -0.2% | 20.4%
CC(=O)Nc1nc(C)c(S(N)(=O)=O)s1 | -19.7% | -1.5% | 0.7 | -5.9% | 8.8% | -10.8% | -2.4% | -2.1% | 0.0%
CCOC(=O)N1CCN(c2cc(=O)n(C3CCCCC3)c(=O)[nH]2)CC1 | -3.5% | -7.6% | 3.3 | -1.1% | 3.1% | 0.6% | -6.0% | 10.3% | 17.9%
COc1cccc(CNC(=O)CN2C(=O)COc3ccc(S(=O)(=O)N4CCCCCC4)cc32)c1 | -8.6%&-12.2% | 22.9% | 3.7&-1.5 | 1.3%&4.0% | -23.2%&26.9% | -16.2%&6.0% | -21.2%&-4.9% | 26.8%&20.4% | 9.5%&0.0%
Cc1nc(SCC(=O)NCc2ccco2)c2c3c(sc2n1)CCCC3 | ? | 10.4% | -4.2 | -2.7% | 5.7% | -22.0% | -17.4% | -20.4% | -10.9%
O=c1nc(-c2ccccc2)cc(-c2ccccc2)[nH]1 | -5.2% | 12.6% | -1.0 | 2.3% | 40.3% | 4.8% | -11.4% | -29.0% | -0.7%
Cc1n[nH]c(C)c1CCc1nc2c3ccccc3nc(SCC(=O)Nc3ccc(F)cc3)n2n1 | -0.3% | / | -7.5 | 22.3% | ? | -15.1%[60.1 µM] | -7.7% | -1.8% | -6.9%
Cc1nn(-c2ccccc2)c(Cl)c1C(=O)OC(C)C(=O)Nc1ccc2c(c1)OCO2 (centres undefined) | 2.6% | -3.0% | 2.3 | 2.3% | 7.9% | -14.2% | ? | 12.0% | ?
CCOc1cc(C(=O)NC(C)C2CCCO2)cc(OCC)c1OCC (centres undefined) | -9.4% | -3.3% | -12.6 | 0.1% | 7.9% | -11.6% | -7.9% | 21.9% | 0.0%
Cc1nn(Cc2ccc(C(=O)n3cccn3)o2)c(C)c1Br | 1.9% | -1.8% | -2.9 | 2.1% | 13.5% | 7.2% | -6.0% | -12.2% | -8.9%
CC(OC(=O)c1ccc(S(=O)(=O)NCc2ccco2)cc1)C(=O)Nc1ncc(Cl)cc1Cl (centres undefined) | ? | 5.5% | 1.0 | -2.7% | 2.4% | -6.5% | -5.5% | ? | -23.2%
CCOC(=O)Cn1nnnc1CN(Cc1cccs1)Cc1cc2cc(C)cc(C)c2[nH]c1=O | 0.7% | -3.8% | -1.6 | 6.6% | 3.5% | -5.2% | ? | 11.5% | 0.0%
CCC(=O)Nc1ccc2nc(SCCOc3ccc(C)cc3OC)sc2c1 | -11.8% | / | -0.3 | 4.2% | -20.7% | -4.6% | -5.4% | -32.3% | -16.9%
Cc1ccc(NC(=O)CSc2cccc3cccnc23)c(C)c1 | -13.3% | 18.9% | 3.4 | 11.1% | 21.4% | -1.5% | -17.1% | 11.9% | ?
COc1ccccc1C(=O)N/C(=C/c1ccc2c(c1)OCO2)C(=O)Nc1cccc(C(=O)O)c1 | 0.0% | 61.9% | -19.6 | 13.1% | 3.9% | -3.1% | 4.6% | 21.9% | -1.8%
N#CCSc1nc2ccccc2c(=O)n1CCCC(=O)NCC1CCCO1 (centres undefined) | -8.2% | -4.4% | -0.6 | 14.1% | -27.3% | 11.1% | -6.7% | 10.2% | -2.0%
COC(=O)CCCC(=O)NC1CC(C)(C)Cc2c1cnn2-c1ccc(C)cc1 (centres undefined) | -16.6% | 25.8% | -3.8 | 11.9% | 45.5% | -10.2% | -7.6% | 13.5% | 65.0%[activator]
CC(C)=C(NC(=O)c1ccccc1)C(N)=O | -1.0% | 17.7% | -2.5 | 20.1% | 14.3% | -4.7% | 1.0% | -1.5% | 180.1%[activator]
COc1ccccc1C1=NOC(C)(c2nnc(Cc3ccccc3)o2)C1 (centres undefined) | -10.4% | 8.5% | -2.1 | 10.2% | / | 22.7% | / | 2.7% | 8.4%

Compound activity deposited in PubChem by National Center for Advancing Translational Sciences (NCATS).
